# Screening results as filed in PubChem.
# D1 ag – Allosteric Agonists of the Human D1 Dopamine Receptor: qHTS | D(1A) dopamine receptor (Homo sapiens), P21728 | HEK293 T-REx D1 cells, calcium flux, agonist mode | activation, % at 2 µM | 1% of 360,000 active; in the data active = activation above about 30%; also: 0% is about no effect
# Target sequence (P21728 whole entry, looked up): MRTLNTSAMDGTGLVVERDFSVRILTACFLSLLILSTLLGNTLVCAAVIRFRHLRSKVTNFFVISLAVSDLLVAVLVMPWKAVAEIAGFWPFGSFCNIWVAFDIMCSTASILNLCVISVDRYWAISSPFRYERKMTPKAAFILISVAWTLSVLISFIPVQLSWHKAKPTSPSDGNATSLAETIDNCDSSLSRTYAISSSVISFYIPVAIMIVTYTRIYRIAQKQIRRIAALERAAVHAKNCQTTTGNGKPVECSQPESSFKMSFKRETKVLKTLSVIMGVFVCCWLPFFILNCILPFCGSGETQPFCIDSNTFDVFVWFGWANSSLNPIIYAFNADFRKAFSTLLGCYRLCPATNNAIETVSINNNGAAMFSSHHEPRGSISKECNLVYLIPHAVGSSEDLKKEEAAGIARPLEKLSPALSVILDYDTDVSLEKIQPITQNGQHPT
#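 Inducible HEK293 T-REx D1 cells, force-coupled to calcium signalling, were plated at 4000 cells/well with tetracycline and held overnight at 30 C. After no-wash calcium dye loading, compound-evoked calcium rise over 180 s flagged agonists.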
# D1 antagonist – Antagonist of Human D 1 Dopamine Receptor: qHTS; D(1A) dopamine receptor (Homo sapiens), P21728; HEK293 TREx D1 cells, calcium flux, dopamine EC80; active compounds read low; activity change, negative = inhibition, % at 10 µM; 3.2% of 360,000 active; AID 504652, 2011; in the data active = activity change below about -30%; also: % is scaled to controls: 0 for no effect and ±100 for the full control effect
#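 HEK293 T-REx cells expressing inducible, force-coupled D1 receptor; no-wash Ca dye, 30–90 min RT. Cmpd → 180 s read at 1 Hz → EC80 DA → 180 s read.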
# RXFP1 agonist – qHTS Assay for Agonists of the Relaxin Receptor RXFP1; 0.3% of 370,000 active; AID 2676, 2010; HEK293T-RXFP1 cAMP TR-FRET, 30 min; response scale: percent of porcine relaxin response, buffer zero; Potency, µM (top dose mostly 57.5 µM), inactives show at the highest dose activation, actives largely listed as activators; also: potency is read from the fitted curve at half-maximal effect; % is scaled to controls: 0 for no effect and ±100 for the full control effect; nearly all actives have a fitted effect of over 60% in size; many of its hits are not listed in these tables
#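 HEK293 cells stably expressing RXFP1, treated 30 min at 37C with compounds plus PDE4 inhibitor Ro 20174; cAMP measured by HTRF TR-FRET. Normalized to buffer and 29 nM porcine relaxin; EC50 by Hill fit.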
# Glioma ERSR ind – qHTS for Inducers of the Endoplasmic Reticulum Stress Response (ERSR) in Human Glioma: qHTS; 0.02% of 420,000 active; Potency, µM, for the others: at the highest dose activation, hits mostly activators; U87-MG GRP78 promoter luciferase reporter, 16 h; also: potency is read from the fitted curve at half-maximal effect; series mostly up to about 76 µM; % of control where 0% means no effect; nearly all actives have a fitted effect of over 35% in size
#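 Stably transfected U87-MG glioma cells carrying a GRP78-based luciferase sensor; 16 h compound incubation. Luminescence end-point read 10 min after Bright-Glo addition at room temperature.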
# Vif-A3G inh – qHTS for Inhibitors of Vif-A3G Interactions: qHTS; 0.076% of 410,000 active; HeLa A3G-eYFP + Vif (tagged APOBEC3G with the HIV-1 protein that degrades it), YFP fluorescence, overnight; DNA dC->dU-editing enzyme APOBEC-3G (Homo sapiens), Q9HC16; Potency, µM (titrated, usually from 46.1 µM), inactives show at the highest dose activity, negative = active, actives largely listed as inhibitors; AID 602310, 2012;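 also: potency is read from the fitted curve at half-maximal effect; % is scaled to controls: 0 for no effect and ±100 for the full control effect; nearly all actives have a fitted effect of over 60% in size; hits raise eYFP signal because A3G escapes Vif-driven loss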
#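 Read-out is eYFP fluorescence (Ex 488/Em 500-530) from Vif-expressing HeLa A3G-eYFP cells; more signal means A3G escaped Vif-mediated degradation. Cells plated overnight, compound pinned in, incubated overnight at 37 deg C.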
# D2 PAM – HTS Assay for Positive Allosteric Modulators of the Human D2 Dopamine Receptor: Primary Screen for Potentiators | D(2) dopamine receptor (Homo sapiens), P14416 | 0.34% of 340,000 active | HEK293 T-REx D2, calcium flux, EC20 dopamine potentiation | AID 485347, 2010 | potentiation, % at 10 µM;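 active = potentiation over 3 SD above the plate norm, cut at about 30% in these data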; also: 0% is about no effect
# Target sequence (P14416 whole entry, looked up): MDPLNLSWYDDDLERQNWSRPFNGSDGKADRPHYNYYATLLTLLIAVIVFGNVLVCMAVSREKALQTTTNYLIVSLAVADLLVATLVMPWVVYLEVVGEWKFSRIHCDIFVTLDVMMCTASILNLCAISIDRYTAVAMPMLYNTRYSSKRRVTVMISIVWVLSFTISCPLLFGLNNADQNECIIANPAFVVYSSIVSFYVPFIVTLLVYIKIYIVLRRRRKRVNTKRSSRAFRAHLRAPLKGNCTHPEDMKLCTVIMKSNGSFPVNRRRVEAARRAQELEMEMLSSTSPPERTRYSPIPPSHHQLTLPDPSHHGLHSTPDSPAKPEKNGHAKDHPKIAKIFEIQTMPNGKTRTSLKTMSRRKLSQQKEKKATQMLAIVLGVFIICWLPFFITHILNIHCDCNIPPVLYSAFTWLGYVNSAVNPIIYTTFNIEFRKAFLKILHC
#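 Potentiation of an EC20 dopamine calcium response measured kinetically over 180 s, after a preceding 180 s compound-only read flagging agonists. Cells: inducible Hek293 Trex D2 line, 4000/well, cultured overnight at 30 C before dye loading.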
# LDHA block – qHTS assay for inhibitors of human lactate dehydrogenase; purified LDHA, NADH/diaphorase-resazurin fluorescence; active compounds read low; activity change, % (values are at about 110 or 230 µM); 0.15% of 480,000 active; AID 1347041, 2019; in the data active = activity change below about -30%; inconclusive = mostly about -25% to -30%;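 also: plate controls were DMSO wells for no effect and wells without enzyme for full effect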
#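 Human LDH5 at 2 nM final in Tris HCl pH 7.4 with 0.06 mM NADH and 0.2 mM pyruvate, reacted 5 minutes at room temperature. Remaining NADH coupled via diaphorase/resazurin; resorufin fluorescence read at 0 and 20 minutes, normalized to enzyme-free and DMSO wells.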
# Vif-APOBEC3F blk – qHTS for Inhibitors of Vif-A3F Interactions: qHTS. HeLa A3F-eYFP + Vif (tagged APOBEC3F with the HIV-1 protein that degrades it), YFP fluorescence increase. Potency, µM (top dose mostly 46.1 µM), for inactives: at the highest dose activity, negative = active. AID 602313, 2012. 0.2% of 390,000 active; also: potency is read from the fitted curve at half-maximal effect; % of control where 0% means no effect; nearly all actives have a fitted effect of over 65% in size
#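 HeLa cells stably expressing Vif plus C-terminally eYFP-tagged A3F were seeded, incubated overnight at 37 deg C, dosed with compound, incubated overnight again at 37 deg C. Yellow fluorescence (Ex 488/Em 500-530) reported blocked Vif-mediated A3F-eYFP degradation.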
# D1 PAM – Potentiators of Human D1 Dopamine Receptor: qHTS. HEK293 TREx D1 cells, calcium flux, dopamine EC20 potentiation. potentiation, % at 10 µM. 0.036% of 360,000 active. AID 504651, 2011; in the data active = potentiation above about 30%; also: 0% is about no effect
# Active calls of the source: *; ? = inconclusive; . = no result given; & = joins results of further samples. Unless noted, calls follow the shape of the dose curve; as a rule, active = well fitted curve in the direction sought with a large enough effect; inconclusive = small, poorly fitted or top-dose-only effect, or another doubt; inactive = no such curve, though single readings can be large; an effect the other way counts as inactive or inconclusive. A portion of the library; count on the stated rates, not on these rows.
SMILES,D1 ag,D1 antagonist,RXFP1 agonist,Glioma ERSR ind,Vif-A3G inh,D2 PAM,LDHA block,Vif-APOBEC3F blk,D1 PAM
CCc1ccc(-c2nc3c(c(SCc4ccc(F)cc4)n2)Cc2c(CO)cnc(C)c2O3)cc1,0.3,0.6,0.4%,-3.7%,-0.9%,1.1,-3.3,-4.6%,2.5
CCN(CC(=O)Nc1c(F)cccc1F)C(=O)c1cccc(-n2cccc2)c1,0.3,-8.6,-0.1%,-0.3%,0.1%,-0.2,-5.0,-6.2%,-5.1
Cc1ccc(CNC(=O)CO/N=C/c2ccc3c(c2)OCO3)cc1,4.1,-18.5,0.1%,2.1%,-2.1%,6.8,-1.5,-4.5%,-1.6
Cc1cc(C(F)(F)F)nc(SCC(=O)NC2=NC(=O)C(C)S2)n1 (centres undefined),-3.0,15.7,2.1%,-3.6%,0.6%,3.5,-3.9,-7.3%,-3.2
Cc1ccc(NC(=O)CSc2nnc(C)c(=O)n2N)c(C)c1,4.1,10.8,-3.4%,-3.7%,-2.1%,17.0,-37.5*,4.3%,-5.0
O=C(CCCn1c(=S)[nH]c2ccccc2c1=O)N1CCN(c2cccc(Cl)c2)CC1,0.0,8.2,1.5%,-2.4%,-2.3%,26.7,0.0,-7.9%,-2.1
CCC(c1nnnn1CCc1ccccc1)N(Cc1ccco1)Cc1cc2c(C)ccc(C)c2[nH]c1=O (centres undefined),3.7,21.0,3.8%,-6.5%,2.1%,6.2,-5.9,-7.8%,3.4
Cc1ccc(NC(=O)C(=O)NCc2ccncc2)cc1,2.5,-0.7,-1.9%,6.5%,0.1%,-3.0,3.9,-9.1%,0.8
CCOC(=O)C1CCCN(S(=O)(=O)c2c(C)c(C)cc(C)c2C)C1 (centres undefined),3.4,-4.8,-0.6%,-4.5%,-3.9%,2.2,-4.0,-1.4%,-0.8
Cn1c(C(=O)N2CCc3ccccc3C2)cc2c(=O)n3ccccc3nc21,3.6,6.9,16.3%,7.1%,-5.1%,1.8,3.9&4.7,-9.4%,-4.1
Cc1cc(C)n(-c2nc3ccccc3nc2Nc2cccc(C(F)(F)F)c2)n1,-0.2,-10.1,6.2%,-1.2%,-7.7%,14.6,0.2,-2.3%,1.1
CCOC(=O)C1(C(N)=O)OC1(c1ccc(Cl)cc1)c1ccccc1Cl (centres undefined),.,.,.,-7.9%,-2.3%,.,-2.3,1.0%,.
N#Cc1c(SCC(=O)OCc2ccccc2)nsc1SCC(=O)OCc1ccccc1,17.1,-14.7,0.0%,-3.5%,1.2%,-3.8,-3.6,-9.6%,-0.6
COc1ccc(CCN(Cc2cc3cccc(C)c3[nH]c2=O)C(=O)NC2CCCCC2)cc1OC,3.5,-6.8,-1.8%,-3.5%,1.5%,18.6,-6.7,-9.2%,2.0
CCOc1cc2c(cc1OCC)C(c1ccc(C(=O)O)cc1)NCC2 (centres undefined),1.3,-1.6,-0.2%,-0.8%,-5.7%,-2.4,-0.4,2.2%,6.2
COc1ccc(S(=O)(=O)N2Cc3ccccc3CC2C(=O)Nc2ccc(O)cc2)cc1OC (centres undefined),-1.0,6.8,2.4%,-2.9%,-7.3%,6.3,-6.9,-5.7%,1.7
CC/C(=C/c1ccccc1)c1cccc2[nH]c3c(OC)cccc3c12,0.8,-7.1,1.8%,6.6%,-24.4%,5.8,11.2,3.6%,-2.3
N#C/C(C(=O)N1CCOCC1)=c1\s/c(=C/c2ccncc2)c(=O)n1-c1ccccc1,1.2,-1.5,-2.2%,.,.,6.5,.,.,0.6
CC(=O)Nc1ccc(S(=O)(=O)N2CCN(C(=O)c3ccco3)CC2)cc1,2.9,36.8,5.5%,6.9%,-3.2%,2.6,0.1,2.9%,29.0
CCCCC(=O)Nc1cccc(-c2nc3ncccc3o2)c1,2.2,2.6,0.6%,4.2%,0.1%,-9.8,-2.7,-10.2%,-3.4

# Entries of single compounds as entered above.
# Listed for `Cc1ccc(NC(=O)CSc2nnc(C)c(=O)n2N)c(C)c1` : D1 ag = 4.1; D1 antagonist = 10.8; RXFP1 agonist = -3.4%; Glioma ERSR ind = -3.7%; Vif-A3G inh = -2.1%; D2 PAM = 17.0; LDHA block = -37.5*; Vif-APOBEC3F blk = 4.3%; D1 PAM = -5.0
# Listed for `CC(=O)Nc1ccc(S(=O)(=O)N2CCN(C(=O)c3ccco3)CC2)cc1` : D1 ag = 2.9; D1 antagonist = 36.8; RXFP1 agonist = 5.5%; Glioma ERSR ind = 6.9%; Vif-A3G inh = -3.2%; D2 PAM = 2.6; LDHA block = 0.1; Vif-APOBEC3F blk = 2.9%; D1 PAM = 29.0

# Continued.
SMILES,D1 ag,D1 antagonist,RXFP1 agonist,Glioma ERSR ind,Vif-A3G inh,D2 PAM,LDHA block,Vif-APOBEC3F blk,D1 PAM
CC1(C)Cc2c(c(-c3ccccc3Cl)[nH]c(=O)c2C#N)CO1,3.2,-5.1,0.3%,1.6%,-3.7%,-1.5,0.1,-3.3%,-3.5
C(=C\c1ccccc1)/CSc1nnc(-c2ccccn2)n1Cc1ccco1,1.2,0.9,0.3%,-5.5%,-18.2%,1.4,-2.4,3.0%,2.2
OCC[C@H]1C[C@H](O)[C@@H](O)[C@]2(OCCc3ccccc32)O1,-0.2,-1.0,1.0%,-4.3%,1.6%,-14.0,-4.6,4.1%,-2.0
COCCn1c(SCC(=O)N2CCC(C)CC2)nc2c([nH]c3ccccc32)c1=O,3.6,-5.8,0.6%,-1.5%,-5.5%,-3.3,-2.3,-3.8%,-7.9
CC1CCN(S(=O)(=O)c2cc(C(=O)NCCc3ccccc3)n(C)c2)CC1,2.1,7.6,2.6%,-0.2%,-2.7%,-11.8,2.1,-7.6%,-4.8
CC(=O)Nc1ccc(NCN2C(=O)[C@@H]3[C@H]4CC[C@H](C4)[C@@H]3C2=O)cc1,3.4,2.8,-0.8%,-2.1%,0.0%,4.0,-0.3,3.2%,3.5
COc1ccc(C2C(C#N)=C(N)Oc3cc(O)ccc32)cc1OC (centres undefined),2.8,4.8,-2.2%,-1.5%,?,-2.0,5.0,3.2%,-4.7
CCOc1ccc(N(CC)C(=O)CCc2nc(-c3ccccc3F)no2)cc1,2.6,-8.2,2.3%,0.3%,-9.2%,-6.7,0.0,1.3%,0.8
CCOc1ccc(CCNC(=O)c2cnc3sc(N4CCCCCC4)nn3c2=O)cc1,0.7,7.4,0.8%,-1.9%,5.5%,14.7,-5.3,0.3%,-4.1
Cc1ccccc1NC(=O)CN1C(=O)C2(SCC(=O)N2c2ccc(F)cc2)c2ccccc21 (centres undefined),-0.9,5.6,-1.3%,-2.0%,-2.0%,4.2,2.7,0.4%,3.0
COc1ccc(N(C)C2=NS(=O)(=O)c3ccccc32)cc1,6.0,-9.0,1.8%,-3.1%,?,2.1,11.7,-0.1%,-1.3
NC(=O)c1oc2ccccc2c1NC(=O)c1ccc(F)cc1,1.0,7.4,-1.8%,-4.4%,-0.4%,3.6,-4.8,-14.3%,-2.8
CCOC(=O)Cn1c(=O)n(CC2CCCO2)c2nc(-c3ccc(OC)cc3OC)nc(C(N)=O)c21 (centres undefined),0.9,0.9,0.5%,-2.9%,-1.8%,13.4,-2.6,-0.7%,-0.4
Cc1cc(C)c2c(n1)SCCN2C(=O)Nc1ccc(C(=O)Nc2cc(Cl)ccc2C)cc1,4.3,-32.7*,4.5%,0.3%,1.3%,3.9,-0.1,0.0%,-2.4
O=C(COC(=O)CCC1CCCC1)Nc1ccccc1Sc1ccccc1,3.4,13.4,0.0%,-4.9%,-4.2%,-8.2,-5.5,-8.2%,-1.9
[O-]/C(=C(\C(=S)NCc1ccco1)[n+]1ccccc1)c1ccccc1Br,3.1,7.0,1.3%,-2.7%,-4.9%,1.8,7.7,-13.2%,-0.6
CCOC(=O)C1=C(C)NC(C)=C(C(=O)OCC)C1C(=O)OCC(=O)N(C)Cc1ccccc1,.,.,.,1.6%,0.8%,.,-12.1,0.9%,.
O=C(NN1CCOCC1)c1cccc(COc2cccc(Br)c2)c1,5.0,9.6,2.1%,3.4%,-1.6%,-6.5,-3.9,-9.0%,5.0
CCCCN(CC)CCCNC(=O)c1ccc(CS(=O)(=O)c2ccccc2C)o1,1.7,-0.4,-1.9%,-5.1%,3.3%,-9.7,-1.9,2.3%,-5.5
Cn1ncc2c(N3CCN(c4ccc(Cl)c(Cl)c4)CC3)ncnc21,13.7,-5.2,-2.3%,-0.7%,1.0%,-0.3,1.7,?,-2.4
Cc1cc(OC(C)C(=O)NCCCN2CCCC2=O)c2c(C)c(C)c(=O)oc2c1 (centres undefined),3.4,-2.9,6.0%,-4.6%,0.1%,-33.2,-2.7,-12.4%,-7.0
CCCC(NS(=O)(=O)c1ccc(OC)cc1)C(=O)O (centres undefined),0.7,3.6,-0.1%,-4.2%,-0.4%,7.4,-3.2,-11.4%,-4.7
COc1ccc(N(C)S(=O)(=O)c2cccc(C(=O)NC3CCCCC3C)c2)cc1 (centres undefined),4.7,-9.9,2.4%,5.1%,0.0%,-9.7,-2.0,4.5%,-11.0
Cn1c(=O)c2c(nc(SCC(=O)Nc3ccc(OC(F)(F)F)cc3)n2Cc2cccc(C(F)(F)F)c2)n(C)c1=O,1.0,9.8,-0.2%,-1.2%,1.7%,23.5,-4.6,5.5%,-2.4
CCOc1ccc(-c2nn[nH]n2)cc1OCC,0.3,4.8,0.3%,1.9%,0.9%,-1.5,-0.8,-0.2%,-4.0
